aGlu spleen mod – inhibitors or activators of human alpha-glucosidase in spleen homogenate; human spleen homogenate, 4-MU-alpha-glucoside fluorescence; P10253; Potency, µM (series often up to 79.9 µM), inactives show at the top dose activity change, negative = inhibition, usual class: inhibitors; actives 0.006% (n = 240,000);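 also: 0% = enzyme with vehicle and -100% = no enzyme basal signal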
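Human spleen homogenate (1 ug) incubated with compounds and 1 mM 4-methylumbelliferyl-alpha-D-glucopyranoside in pH 5.0 citrate/phosphate buffer, 37 C, 40 min. Stopped at pH 10; 4-MU fluorescence (Ex 365/Em 440 nm); AC50 by Hill fit.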
Tau fibril ThT – blocks human tau fibril formation measured by thioflavin T. Potency, µM (titrated, usually from 57.4 µM), without a hit: at the top dose activity, negative = inhibition, most hits filed as inhibitors. actives 2.1% (n = 270,000). recombinant tau K18 P301L, heparin-induced fibrillization, ThT fluorescence. AID 1460; also: % is scaled to controls: 0 for no effect and ±100 for the full control effect; nearly all actives have a fitted effect of over 55% in size
Target sequence (P10636 561-689 P618L limits assumed): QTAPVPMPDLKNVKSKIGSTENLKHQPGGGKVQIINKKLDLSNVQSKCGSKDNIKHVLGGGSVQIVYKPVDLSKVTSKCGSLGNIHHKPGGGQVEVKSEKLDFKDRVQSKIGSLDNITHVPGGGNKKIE
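Aggregation was driven by heparin (20 uM final) acting on recombinant tau […] bearing P301L in 100 mM sodium acetate pH 7; fibrils were detected with Thioflavin T.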
GAA inh – inhibitors of human lysosomal alpha-glucosidase; P10253; Potency, µM (highest dose often 76.9 µM), for inactives: at the highest dose activity change, negative = inhibition, hits mostly inhibitors; purified human GAA, 4-MU-alpha-glucoside fluorescence; actives 0.005% (n = 200,000);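 also: plate controls were uninhibited enzyme wells for no effect and no-enzyme background for full effect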
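Fluorogenic assay: 4 nM human alpha-glucosidase with 400 uM 4-methylumbelliferyl-alpha-D-pyranoside in 50 mM citrate/phosphate, 0.005% Tween-20, pH 5.0, 20 min at room temperature. Compounds tested up to 77 uM; AC50 from Hill fits.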
Tau fluor counter – counter-screen for tau fibril formation inhibitors; tau K18 P301L (four-repeat tau fragment) Alexa594 fluorescence, heparin fibrillization; Potency, µM (titrated, usually from 57.7 µM), for inactives: at the highest dose activity change, negative = decrease; actives 0.93% (n = 280,000); AID 1463; also: % is scaled to controls: 0 for no effect and ±100 for the full control effect; nearly all actives have a fitted effect of over 55% in size
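Human K18 P301L tau (15 uM unlabeled plus 0.24 uM Alexa 594-labeled, final) in 100 mM sodium acetate pH 7 was mixed with compound and 20 uM heparin and incubated 6 hr at 37 C.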
Tau FP inhib – inhibitors of human tau fibril formation; Potency, µM (series often up to 57.7 µM), for the others: top-dose activity, negative = inhibition, actives largely listed as inhibitors; K18 P301L tau heparin fibrillization, Alexa594 FP, 6 h; actives 0.39% (n = 280,000); also: % is scaled to controls: 0 for no effect and ±100 for the full control effect; nearly all actives have a fitted effect of over 55% in size
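Recombinant K18 P301L […], labeled with Alexa 594 at 0.24 uM over 15 uM unlabeled; heparin inducer 20 uM final; 37 C, 6 hr; FP endpoint.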
HTT cytoprotect – protects HTT-Q103 PC12 cells, measured by ATP. PC12 HTT-Q103 induced, cytoprotection, ATP luminescence, 40 h. Potency, µM (titrated, usually from 56.4 µM), without a hit: cytoprotection (ATP increase), hits mostly activators. actives 0.14% (n = 230,000);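 also: % of control where 0% means no effect; nearly all actives have a fitted effect of over 45% in size; toxic huntingtin expression switched on by the ecdysone agonist tebufenozide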
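Compounds were screened for protection of PC12 cells against cell death after tebufenozide induction (100 nM final) of mutant Huntingtin exon 1 (Q103) fused to GFP.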
GAA glycogen mod – alters human alpha-glucosidase cleavage of glycogen; P10253; Potency, µM (titrated, usually from 76.4 µM), for inactives: at the top dose activity change, negative = inhibition, actives largely listed as inhibitors; recombinant GAA, glycogen substrate, Amplex Red glucose oxidase fluorescence; actives 0.38% (n = 300,000);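 also: 0% = full enzyme reaction and -100% = no-enzyme basal signal; the screen sought inhibitors and activators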
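qHTS, 1536-well; enzyme 4 nM final; cpd up to 77 uM; substrate bovine liver glycogen 30 ug; 50 mM citrate/phosphate pH 5.0, 0.01% Tween-20; 37 C, 40 min; Amplex Red detection 45 min RT; Hill fit → AC50.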
aGal spleen mod – inhibitors or activators of human alpha-galactosidase in spleen homogenate; actives 0.008% (n = 240,000); P06280; Potency, µM (titrated, usually from 80 µM), inactives show at the highest dose activity change, negative = inhibition, hits mostly inhibitors; human spleen homogenate, 4MU-alpha-Gal fluorescence, 40 min;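 also: 0% = enzyme with vehicle and -100% = no enzyme basal signal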
Target sequence (P06280 32-429 limits assumed): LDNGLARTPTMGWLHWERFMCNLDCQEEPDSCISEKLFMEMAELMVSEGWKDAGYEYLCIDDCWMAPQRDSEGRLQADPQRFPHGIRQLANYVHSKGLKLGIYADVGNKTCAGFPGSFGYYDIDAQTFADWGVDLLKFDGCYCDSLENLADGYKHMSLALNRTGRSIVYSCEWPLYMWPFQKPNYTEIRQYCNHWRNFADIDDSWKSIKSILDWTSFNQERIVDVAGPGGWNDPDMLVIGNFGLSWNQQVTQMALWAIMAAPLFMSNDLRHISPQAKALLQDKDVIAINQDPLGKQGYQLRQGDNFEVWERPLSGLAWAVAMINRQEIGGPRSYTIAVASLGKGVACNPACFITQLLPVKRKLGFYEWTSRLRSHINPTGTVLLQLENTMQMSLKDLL
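Inhibition or activation of alpha-galactosidase in human spleen homogenate is scored by 4-MU fluorescence after 40 min at 37C, pH 5.0, with 1 mM substrate. AC50s come from concentration-response fitted to the Hill equation.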
* marks the source's active call; other numbers are inactive results; ? = inconclusive; . = no result given; [ ] = another dose, or the depositor's remark. Calls follow the shape of the dose curve; as a rule, active = well fitted curve in the direction sought with a large enough effect; inconclusive = small, poorly fitted or top-dose-only effect, or another doubt; inactive = no such curve, though single readings can be large; an effect the other way counts as inactive or inconclusive. Potency is read from the fitted curve at half-maximal effect.

SMILES	aGlu spleen mod	Tau fibril ThT	GAA inh	Tau fluor counter	Tau FP inhib	HTT cytoprotect	GAA glycogen mod	aGal spleen mod
Cc1cc2nc3c(c(=O)n2[nH]1)CCCC3	-7.6%	5.0%	?	3.3%	3.7%	9.3%	3.5%	6.2%
Cc1ccc(NC(=O)Nc2cn(C)c(=O)c3ccccc23)c(Cl)c1	.	2.2%	.	-2.1%	-0.9%	.	?	.
Cc1nc2ccccc2nc(C)c1=NOCc1ccc(Cl)cc1Cl	-0.5%	-15.5%	-1.8%	-8.4%	5.9%	10.2%[10 µM]	-4.4%	-0.3%
O=C(NCCc1ccccc1)c1ccc(Br)o1	-18.0%	-10.6%	-2.0%	0.0%	2.6%	-11.1%	2.2%	0.0%
Cc1nn(-c2cc(N3CCCCC3)ccc2N)c(=O)c2ccccc12	-0.1%	?	-3.5%	-13.8%	9.3%	13.1%[0.074 µM]	-10.1%	-6.3%
COc1ccc(C(=O)/C=C\c2ccc(NC(=O)c3cccs3)cc2)cc1	-1.4%	?	-1.5%	-24.5%	?	-48.7%[inhibitor]	-2.2%	9.9%
COc1cccc(NC(=S)N(CCc2c(C)[nH]c3ccccc23)Cc2cccs2)c1	1.5%	-15.2%	-6.0%	8.91µM*[quencher]	12.3%	.	-24.1%	4.5%
Cc1cc(C)c(C(=O)CSc2nnc(N)s2)c(C)c1	3.8%	-5.5%	-2.2%	-1.6%	0.9%	-17.9%	?	4.6%
CNC(=S)Nc1cc(Cl)ccc1Oc1ccccc1	-1.7%	2.9%	4.4%	-5.6%	-2.5%	23.5%[10 µM]	0.2%	-12.4%
CN(C)CCNC(=O)Cc1ncc(C(F)(F)F)cc1Cl	3.6%	0.7%	-0.2%	6.6%	4.1%	-0.5%[10 µM]	5.4%	5.3%
CCOc1ccc(N(CC)C(=O)c2cc3c(=O)oc4ccccc4c3s2)cc1	.	-13.9%	.	?	-9.6%	.	-16.5%[76.3 µM]	.
O=C(O)COc1ccccc1C1Nc2ccccc2-c2nnc(SCc3ccc(Cl)cc3)nc2O1 (stereo not drawn)	.	?	.	-5.7%	4.0%	.	17.6%[76.3 µM]	.

One compound at a time (already shown).
CN(C)CCNC(=O)Cc1ncc(C(F)(F)F)cc1Cl in the list: aGlu spleen mod: 3.6%; Tau fibril ThT: 0.7%; GAA inh: -0.2%; Tau fluor counter: 6.6%; Tau FP inhib: 4.1%; HTT cytoprotect: -0.5%[10 µM]; GAA glycogen mod: 5.4%; aGal spleen mod: 5.3%
COc1ccc(C(=O)/C=C\c2ccc(NC(=O)c3cccs3)cc2)cc1 in the list: aGlu spleen mod: -1.4%; Tau fibril ThT: ?; GAA inh: -1.5%; Tau fluor counter: -24.5%; Tau FP inhib: ?; HTT cytoprotect: -48.7%[inhibitor]; GAA glycogen mod: -2.2%; aGal spleen mod: 9.9%

Next records
SMILES	aGlu spleen mod	Tau fibril ThT	GAA inh	Tau fluor counter	Tau FP inhib	HTT cytoprotect	GAA glycogen mod	aGal spleen mod
CCOc1ccccc1/C=N/NC(=O)c1cccc(S(=O)(=O)N(CC)CC)c1	1.3%	-9.7%	-3.3%	-19.2%	-1.8%	-26.0%[10 µM]	-22.5%	2.2%
O=C(CN1CCN(C(=O)c2ccco2)CC1)Nc1ccccc1-c1ccccc1	-0.8%	-4.3%	0.4%	3.2%	3.4%	-3.2%	1.1%	-4.5%
C=CCC1(C)OC=Cc2nc3cc(Cl)c(Cl)cc3nc21 (stereo not drawn)	0.3%[17.4 µM]	-10.7%[11.5 µM]	.	-12.2%[11.6 µM]	1.2%[11.6 µM]	-16.0%[10 µM]	.	5.2%[17.5 µM]
O=C(CN1C(=O)/C(=C\c2ccc(C(F)(F)F)cc2)Sc2ccccc21)NCc1ccco1	-1.7%	-15.2%	-1.7%	-24.2%	-12.3%	18.5%[10 µM]	3.8%	-4.4%
Cc1nc2ccc(N3C(=O)CCC3=O)cc2[nH]1	-0.9%	2.2%	-8.8%	7.1%	9.1%	22.5%[1.9 µM]	-7.4%	3.8%
O=[N+]([O-])c1cc(Cl)cc(/C=N/n2cnnc2)c1O	-2.8%	?	2.9%	6.0%	4.4%	-8.7%	0.3%	-0.5%
CCOc1ccccc1C(=O)NC1(C(F)(F)F)NC(=O)N(CCc2ccc(OC)c(OC)c2)C1=O (stereo not drawn)	.	-17.0%	.	-25.1%	5.8%	.	-2.6%[76.3 µM]	.
CC(C)C(OC(=O)c1oc2ccccc2c1CSC1CCCCC1)C(=O)NC(N)=O (stereo not drawn)	2.7%	8.1%	7.5%	0.8%	-8.4%	7.1%	-4.6%	5.9%
Cc1cccc(N(CC(=O)NCc2ccc(F)cc2)C(=O)c2csnn2)c1C	-6.4%	-10.8%	-5.1%	-16.7%	-1.6%	1.7%[10 µM]	16.3%	-4.7%
O=C(/C=C/c1ccco1)NCC(=O)N/N=C/c1ccc([N+](=O)[O-])cc1	1.1%	?	-3.1%	-20.6%	-3.6%	-19.4%	0.7%	-4.9%
O=C(NC1CC2CCC1C2)C1COc2ccccc2O1 (stereo not drawn)	-10.6%	4.0%	-3.1%	-2.7%	-7.5%	0.9%[1.9 µM]	-0.2%	-13.9%
COc1ccc(S(=O)(=O)CCC(=O)Nc2c(C)n(C)n(-c3ccccc3)c2=O)cc1	-9.4%	-0.9%	-25.1%	-0.3%	0.4%	7.3%	-3.3%	22.2%
O=C(CN1C(=O)c2ccccc2S1(=O)=O)c1ccc2c(c1)OCCO2	-0.6%	-9.2%	.	-13.4%	-6.6%	-78.3%[inhibitor][10 µM]	3.8%	-6.7%
Cc1ccc(-n2nc3c(c2NC(=O)c2c(-c4ccccc4Cl)noc2C)CS(=O)(=O)C3)c(C)c1	0.0%	-9.4%	-8.5%	-8.2%	0.0%	-24.1%[0.074 µM]	2.5%	5.3%
O=C(CN(Cc1ccco1)C(=O)CNS(=O)(=O)c1ccc(Cl)cc1)NCC1CCCO1 (stereo not drawn)	1.2%	.	.	-7.9%	1.3%	20.7%[10 µM]	-5.7%	6.2%
COC(=O)c1ccc(SC)cn1	4.6%	1.3%	-3.8%	1.2%	-10.5%	.	-4.6%	5.0%
O=C(CN1CCC(C(=O)c2ccc(Cl)cc2)CC1)Nc1ccc2c(c1)OCCO2	-3.8%	-15.6%	-1.4%	-12.5%	-3.2%	-6.3%[10 µM]	-13.7%	-18.8%
O=C(CN(Cc1ccco1)S(=O)(=O)c1ccccc1)N/N=C/c1cccc(O)c1	-3.3%	-2.4%	-14.7%	-14.4%	-9.1%	-21.6%	-9.4%	5.2%
CCc1ccccc1NC(=S)N(CCCN1CCOCC1)Cc1ccccn1	1.3%	-4.3%	1.8%	-3.2%	10.9%	.	-6.0%	0.3%
CCc1ccc(NC(=O)c2ccc(OC)c([N+](=O)[O-])c2)cc1	-6.5%	-13.4%	-3.2%	-12.7%	1.4%	-5.5%[10 µM]	-6.8%	3.3%
CC(=O)Nc1ccc(N2CC(C)(C)C2=O)cc1	-3.2%	-8.3%	10.9%	-0.6%	5.5%	.	-6.5%	-3.9%
Cc1csc(SCC(=O)Nc2cccc3nsnc23)n1	-3.8%	-17.4%	-3.0%	-20.3%	-14.5%	-1.7%[10 µM]	0.1%	5.5%
Cc1cc(=O)n(C2CCS(=O)(=O)C2)[nH]1 (stereo not drawn)	6.7%	-7.1%	-2.5%	-9.8%	-16.7%	-5.1%[10 µM]	-15.2%	8.3%
O=C(O)c1cccc(S(=O)(=O)NCCC(c2ccccc2)c2ccccc2)c1	1.3%	-0.4%	3.1%	-3.9%	3.6%	19.7%	5.1%	5.6%
CCCCC(=O)Nc1cccc(NC(=O)c2ccc3c(c2)OCO3)c1	-11.3%	?	-7.0%	-5.9%	-6.1%	-33.2%	0.7%	1.1%
COc1ccc(C(=O)Nc2cc3c(cc2C#N)OCO3)cc1S(=O)(=O)N1CCN(C)CC1	2.3%	-6.5%	8.8%	-10.8%	-0.8%	-10.0%	-1.5%	5.3%
CC(NC(=O)COC(=O)/C=C/c1ccc([N+](=O)[O-])cc1)c1ccccc1 (stereo not drawn)	-3.9%	-18.9%	1.5%	-10.7%	13.4%	?	12.5%	2.5%
Cc1cc(C)cc(N(CC(=O)O)S(=O)(=O)c2c(C)noc2C)c1	0.9%	-16.4%	?	-6.7%	-4.1%	-15.6%	7.5%	5.5%
Cc1cc(C(=O)C(=O)Nc2nnc(C(C)C)s2)c(C)n1-c1ccccc1	.	1.9%	.	-8.4%	-4.9%	.	-7.6%[76.3 µM]	.
CCCCC(=NCCc1c(C)[nH]c2ccc(OC)cc12)C1=C(O)CC(c2ccccc2)CC1=O (stereo not drawn)	.	-14.3%	-14.8%	-28.1%	?	-73.6%[inhibitor]	1.6%	-6.6%
COc1ccc(N2CCN(Cc3cc(=O)oc4cc(C)c(Cl)cc34)CC2)cc1	-1.3%	-13.0%	-6.2%	-11.2%	1.0%	-3.2%[10 µM]	-5.1%	-0.7%
CC(C)Oc1ccc(C(CC(=O)N(C)CCC#N)c2ccc(F)cc2)cc1 (stereo not drawn)	-7.2%	8.6%	-4.2%	0.5%	0.2%	-0.6%[10 µM]	0.7%	-3.9%
Cc1ccc(Nc2nc(C(=O)N3CCC(C(=O)NC(C)C)CC3)cs2)cc1	2.1%	-14.2%	.	-16.2%	-3.1%	14.8%[10 µM]	-0.9%	6.2%
Cc1onc(-c2ccccc2)c1C(=O)c1c[nH]c(C(=O)NCc2ccccn2)c1	-3.8%	-1.6%	-1.5%	2.7%	-2.4%	-2.5%[10 µM]	4.1%	-5.3%
CCC(C)n1c(-c2cccc(S(=O)(=O)N(CC)CC)c2)n[nH]c1=S (stereo not drawn)	10.1%	-3.4%	-2.7%	-6.5%	1.4%	-29.3%	5.2%	5.5%
O=CC1=C(N2CCOCC2)/C(=C/c2ccc(Cl)cc2)CC1	5.6%	?	-6.0%	-9.4%	-2.4%	-8.9%	-27.4%	3.8%
CC(=O)n1c2ccccc2c2nc(NC(C)C)sc21	2.9%	22.4µM*	-5.1%	-25.8%	?	-17.7%[0.074 µM]	-27.6%	-6.0%

Bioassay records deposited in PubChem BioAssay by National Center for Advancing Translational Sciences (NCATS).
